# H37Rv inhibition: M. tuberculosis growth inhibition, HTS (AID 449762). M. tuberculosis H37Rv growth inhibition, 7H9 media; higher % means a stronger effect. inhibition, % at 25 µM; hits with a dose series show IC50 in µM. actives 0.59% (n = 330,000); in the data active = a potency from the dose series; inconclusive = inhibition above about 70% without an active follow-up result;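 also: bacterial growth assessed after seven days of incubation; strong numbers were not always called active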
# Salmonella PhoP GFP: Inhibition of PhoP regulon, Salmonella typhi GFP reporter cells, confirmation, 4 h (AID 1850); inhibition, % at 50 µM, or IC50 in µM where a hit was titrated; actives 0.33% (n = 310,000); Salmonella Typhi PhoP-promoter GFP reporter, fluorescence, 4 h; higher % means a stronger effect; in the data active = a potency from the dose series; inconclusive = inhibition mostly from about 25% at the one dose, without a potency; inactive = the rest, 99 in 100 with inhibition below about 19%;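 also: 0% = induced wells with vehicle and 100% = uninduced wells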
# inhibitors of VEEV: inhibitors of VEEV TC-83 cytopathic effect, confirmation, Vero cells (AID 588727) | actives 0.13% (n = 350,000) | Vero cells, VEEV TC-83 cytopathic effect inhibition; higher % means a stronger effect | one-dose inhibition, % at 20 µM; IC50 in µM for titrated hits; in the data active = a potency from the dose series; inconclusive = inhibition mostly from about 14% at the one dose, without a potency; inactive = the rest, 99 in 100 with inhibition below about 12%; also: strong numbers were not always called active
# M. tuberculosis: growth inhibition of non-replicating M. tuberculosis (AID 488890); Mycobacterium tuberculosis non-replicating, growth inhibition; higher % means a stronger effect; inhibition, % at 25 µM, or IC50 in µM where a hit was titrated; actives 0.39% (n = 320,000); in the data active = a potency from the dose series; inconclusive = inhibition mostly from about 82% at the one dose, without a potency; inactive = the rest, 99 in 100 with inhibition below about 76%;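 also: plate controls were DMSO cells for no effect and high antibiotic wells for full effect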
# influenza NS1A: NS1A inhibition, H1N1 influenza, cell based functional assay (AID 504329). actives 0.3% (n = 340,000). NS1A functional cell-based assay, percent inhibition; higher % means a stronger effect. inhibition, % at 12.5 µM; hits with a dose series show IC50 in µM; in the data active = a potency from the dose series; inconclusive = inhibition above about 27% without an active follow-up result; also: strong numbers were not always called active
# inhibitors of VEEV 10K pilot screen: recorded beside inhibitors of VEEV, whose call it bears; inhibition, %; measured here: 10K pilot screen inhibition
# The depositor's hits bear a star; i = inactive; ? = inconclusive; nt = no result given. This is a random part of the collection; about 1.6% have a hit in one of these screens.
SMILES,H37Rv inhibition,Salmonella PhoP GFP,inhibitors of VEEV,M. tuberculosis,influenza NS1A,others
Cc1ccc(C)c(NCC(=O)NNC(=S)Nc2ccccc2)c1,-5%,-6%,1.1%,1%,-1%,
CCCSc1ccc(-c2nn(-c3ccccc3)cc2/C=C(/C#N)C(=O)N2CCOCC2)cc1,8%,1%,2.5%,-12%,7%,
CC1CCCN(S(=O)(=O)c2cccc3nonc23)C1 (centres undefined),2%,-4%,0.9%,-8%,10%,
CC(C)CN(C(=O)COC(=O)Cc1cccc2ccccc12)c1c(N)n(Cc2ccccc2)c(=O)[nH]c1=O,26%,0%,3.3%,10%,-4%,
NC(=O)C1CCN(c2nc(C3CC3)nc3c2nnn3Cc2ccccc2)CC1,nt,4%,i,nt,17%,
O=C(C(=O)c1ccc(O)cc1)c1ccccc1,2%,6%,1.1%,2%,1%,
CCn1cnc2cc(NCc3ccncc3)ccc21,-2%,-9%,1.1%,4%,-2%,
CCc1noc(C)c1C(=O)Nc1nc(-c2ccc(OC)cc2OC)cs1,-5%,8%,7.2%,-21%,-6%,
O=C(NC1CCCCC1)c1ccc(Cl)c(NC(=O)c2ccccc2F)c1,0%,-6%,nt,-10%,nt,
COc1cc(/C=N/Nc2nc(=O)[nH]nc2C)cc(OC)c1O,-11%,12%,2.3%,-3%,-13%,
CN1CCN(c2ccc([N+](=O)[O-])c(N3CCCCC3)c2)CC1,3%,-6%,0.9%,-11%,6%,
Cc1cc(C)cc(N=Cc2[nH]c3ccc(Br)c(Cl)c3c2O)c1,2%,-9%,?,4%,8%,
Fc1cccc(CSc2nnc3c(n2)[nH]c2ccccc23)c1,2%,-9%,1.4%,9%,-7%,
CN(C)/C=N/c1nc2nccc(-c3ccc(F)cc3)n2n1,0%,3%,1.1%,-7%,-11%,
Cc1ccc(NC(=O)[C@H](C)NC(=O)C2CCN(C(=O)[C@H](CC(C)C)NC(=O)OC(C)(C)C)CC2)cc1,1%,0%,0.3%,7%,3%,
CC(=O)NCc1ccc(S(=O)(=O)N/N=C/c2ccc(N(C)C)cc2)cc1,6%,1%,i,-26%,7%,
CCCCC(=O)Nc1cccc(NC(=O)c2ccccc2Br)c1,-9%,7%,3.6%,6%,0%,inhibitors of VEEV 10K pilot screen=0.7
CC(=O)c1cccc(NC(=O)/C(=C\c2cccnc2)NC(=O)c2ccccc2)c1,-4%,-1%,1.2%,9%,9%,
O=C(c1c[nH]c(C(=O)C(Cl)(Cl)Cl)c1)c1ccccc1Br,24%,0%,1.0%,29%,-5%,
O=c1c(/C=C(\O)c2ccc(F)cc2)nc2ccccc2n1-c1ccccc1,-7%,4%,1.7%,-8%,-19%,
CCC1=NN(C(=O)c2ccc(Cl)cc2)C(O)(c2ccc(C)cc2)C1 (centres undefined),4%,0%,3.5%,?,2%,
COc1ccc(OCc2cc(C(=O)NCC(C)Oc3cccnc3)no2)c(Cl)c1 (centres undefined),18%,6%,7.3%,51%,-11%,
CCN1CCN(CCNC(=O)c2ccc3nc(-c4cccc(C)c4)c(-c4cccc(C)c4)nc3c2)CC1,?,10%,i,79%,16%,
Cc1ccc(C(=O)C2COC(=O)C2)cc1 (centres undefined),1%,12%,i,12%,-23%,
NC(=O)C1(N2CCCCC2)CCN(C(=O)NC2CCCCC2)CC1,0%,-4%,1.6%,-15%,14%,
# Additional structures follow:
SMILES,H37Rv inhibition,Salmonella PhoP GFP,inhibitors of VEEV,M. tuberculosis,influenza NS1A,others
Cn1ncc(Cl)c1C(=O)Nc1ccc2c(c1)OCO2,5%,-3%,4.2%,6%,-3%,
Cn1ncc2c(=O)[nH]nnc21,nt,nt,0.7%,nt,-18%,
Cc1cc(C(=O)N2CCCC(N3CCN(c4cccc(C(F)(F)F)c4)CC3)C2)c(C)o1 (centres undefined),-8%,-3%,0.5%,26%,-5%,
Nc1cc(-c2ccccc2)ccc1O,-5%,-15%,0.4%,13%,6%,
CCc1sc(C(=O)NCc2ccco2)cc1C,5%,7%,0.4%,?,-5%,
CCCN1CCC(=O)N([C@H](COc2ccccc2)Cc2ccccc2)CC1,-1%,10%,i,21%,3%,
CCOCCCn1c(SCC(=O)NCc2ccco2)nc2c(sc3ccccc32)c1=O,12%,6%,2.3%,11%,1%,
C=CCN1CC(=O)N2C(c3ccccc3)c3[nH]c4ccccc4c3C[C@H]2C1=O (some centres undefined),10%,-3%,i,7%,-6%,
N#CCNc1ccc([N+](=O)[O-])cc1C#N,3%,0%,i,7%,-5%,
CN(C(=O)COC(=O)/C=C/c1ccc2ccccc2n1)c1c(N)n(Cc2ccccc2)c(=O)[nH]c1=O,6%,nt,3.6%,26%,-5%,
CN(CC(=O)Nn1cnnc1)S(=O)(=O)c1ccc(Br)cc1,nt,1%,0.3%,nt,-5%,
CC(=O)OCC1OC(Sc2cccc3cccnc23)C(OC(C)=O)C(OC(C)=O)C1OC(C)=O (centres undefined),-5%,12%,8.2%,-3%,0%,
CCOC(=O)C(NC(=O)CC)(Nc1cc(C)on1)C(F)(F)F (centres undefined),-14%,5%,0.4%,-13%,4%,
C=C(C)[C@@H]1CC=C(CN2CCC(N3CCC(C(=O)N4CCCC4)CC3)CC2)CC1,5%,-6%,i,21%,2%,

# Entries from the list above containing a halogen (13):
SMILES,H37Rv inhibition,Salmonella PhoP GFP,inhibitors of VEEV,M. tuberculosis,influenza NS1A,others
O=C(NC1CCCCC1)c1ccc(Cl)c(NC(=O)c2ccccc2F)c1,0%,-6%,nt,-10%,nt,
Cc1cc(C)cc(N=Cc2[nH]c3ccc(Br)c(Cl)c3c2O)c1,2%,-9%,?,4%,8%,
Fc1cccc(CSc2nnc3c(n2)[nH]c2ccccc23)c1,2%,-9%,1.4%,9%,-7%,
CN(C)/C=N/c1nc2nccc(-c3ccc(F)cc3)n2n1,0%,3%,1.1%,-7%,-11%,
CCCCC(=O)Nc1cccc(NC(=O)c2ccccc2Br)c1,-9%,7%,3.6%,6%,0%,inhibitors of VEEV 10K pilot screen=0.7
O=C(c1c[nH]c(C(=O)C(Cl)(Cl)Cl)c1)c1ccccc1Br,24%,0%,1.0%,29%,-5%,
O=c1c(/C=C(\O)c2ccc(F)cc2)nc2ccccc2n1-c1ccccc1,-7%,4%,1.7%,-8%,-19%,
CCC1=NN(C(=O)c2ccc(Cl)cc2)C(O)(c2ccc(C)cc2)C1 (centres undefined),4%,0%,3.5%,?,2%,
COc1ccc(OCc2cc(C(=O)NCC(C)Oc3cccnc3)no2)c(Cl)c1 (centres undefined),18%,6%,7.3%,51%,-11%,
Cn1ncc(Cl)c1C(=O)Nc1ccc2c(c1)OCO2,5%,-3%,4.2%,6%,-3%,
Cc1cc(C(=O)N2CCCC(N3CCN(c4cccc(C(F)(F)F)c4)CC3)C2)c(C)o1 (centres undefined),-8%,-3%,0.5%,26%,-5%,
CN(CC(=O)Nn1cnnc1)S(=O)(=O)c1ccc(Br)cc1,nt,1%,0.3%,nt,-5%,
CCOC(=O)C(NC(=O)CC)(Nc1cc(C)on1)C(F)(F)F (centres undefined),-14%,5%,0.4%,-13%,4%,

# Source: PubChem BioAssay (Southern Research Specialized Biocontainment Screening Center)
